DT40 TDP1 CPT – qHTS for Inhibitors of human tyrosyl-DNA phosphodiesterase 1 (TDP1): qHTS in cells in presence of CPT; Potency, µM (series often up to 46.2 µM), without a hit: at the highest dose activity change, negative = growth inhibition, hits mostly inhibitors; AID 686979, 2013; chicken DT40 Tdp1-/-;hTDP1 cells + 20 nM CPT, ATP luminescence, 48 h; 420,000 compounds, 12% hits; note: nearly all actives have a fitted effect of over 55% in size
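Chicken DT40 Tdp1-/- cells stably complemented with human TDP1 were seeded at 400 cells/well in medium containing 20 nM camptothecin, exposed to pin-transferred compounds, and grown at 37 °C for at least 48 hr. Viability was read as ATP luminescence.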
KAT2A inh – qHTS Assay for Inhibitors of GCN5L2; GCN5L2 HAT assay, ThioGlo1 CoA-SH fluorescence; 390,000 compounds, 0.21% hits; Potency, µM (series often up to 58.9 µM), inactives show top-dose activity change, negative = inhibition, usual class: inhibitors; Histone acetyltransferase KAT2A (Homo sapiens), Q92830; AID 504327, 2011
Target sequence (Q92830 whole entry, looked up): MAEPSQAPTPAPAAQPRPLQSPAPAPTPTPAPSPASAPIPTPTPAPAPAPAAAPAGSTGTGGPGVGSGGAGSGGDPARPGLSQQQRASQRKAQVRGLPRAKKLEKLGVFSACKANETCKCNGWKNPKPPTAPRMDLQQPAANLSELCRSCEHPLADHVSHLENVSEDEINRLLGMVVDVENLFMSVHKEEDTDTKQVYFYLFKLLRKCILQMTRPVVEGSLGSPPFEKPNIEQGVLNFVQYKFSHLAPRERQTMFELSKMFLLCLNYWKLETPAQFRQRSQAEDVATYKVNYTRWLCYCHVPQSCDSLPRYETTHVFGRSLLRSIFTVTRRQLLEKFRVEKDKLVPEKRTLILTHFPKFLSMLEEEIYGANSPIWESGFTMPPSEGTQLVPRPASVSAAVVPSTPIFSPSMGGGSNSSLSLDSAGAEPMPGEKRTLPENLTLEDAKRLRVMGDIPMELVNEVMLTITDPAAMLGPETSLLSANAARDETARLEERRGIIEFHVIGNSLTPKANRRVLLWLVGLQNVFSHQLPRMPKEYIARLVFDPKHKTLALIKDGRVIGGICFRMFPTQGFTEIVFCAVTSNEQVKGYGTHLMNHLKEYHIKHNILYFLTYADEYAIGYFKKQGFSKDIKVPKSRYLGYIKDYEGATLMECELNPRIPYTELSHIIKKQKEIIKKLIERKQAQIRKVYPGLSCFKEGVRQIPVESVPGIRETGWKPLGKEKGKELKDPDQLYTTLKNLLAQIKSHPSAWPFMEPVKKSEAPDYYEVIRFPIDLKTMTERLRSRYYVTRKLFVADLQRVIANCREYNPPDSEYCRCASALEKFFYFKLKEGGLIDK
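GCN5L2 (20nM final) in 50mM HEPES, 0.1mM EDTA pH 7.5, 0.01% Tween-20 was preincubated 15 min at room temperature with compound, then given ThioGlo1 (50uM), H3(1-25) peptide (75uM) and acetyl-CoA (70uM); CoA-thiol fluorescence (Ex340/Em540) was read at 0 and 20 min.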
DT40 TDP1 no CPT – qHTS for Inhibitors of human tyrosyl-DNA phosphodiesterase 1 (TDP1): qHTS in cells in absence of CPT; DT40 Tdp1-/- hTDP1 cells, no CPT, ATP luminescence, 48 h; Potency, µM (series often up to 46.2 µM), inactives show at the top dose activity change, negative = growth inhibition, most hits filed as inhibitors; 420,000 compounds, 15% hits; AID 686978, 2013; note: nearly all actives have a fitted effect of over 55% in size
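Camptothecin absent (DMSO only). Human TDP1-complemented DT40 knockout cells, 400 cells/well, 37 °C for minimum 48 hr; ATP measured via CellTiter-Glo, 30 min dark incubation, luminescence.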
An asterisk follows results filed as active; ? = inconclusive; nt = not tested or not shown; & = joins results of further samples; ! = not active in a repeat; [ ] = dose if it differs, or a comment. Calls come from the whole dose curve; as a rule, active = well fitted curve in the direction sought with a large enough effect; inconclusive = small, poorly fitted or top-dose-only effect, or another doubt; inactive = no such curve, though single readings can be large; an effect the other way counts as inactive or inconclusive. % is set by controls: 0 for no effect and ±100 for the full control effect; potency is the fitted concentration of half-maximal effect. Some of the compounds tested, so the mix of outcomes need not match the whole.

cpd | Compound | DT40 TDP1 CPT | KAT2A inh | DT40 TDP1 no CPT
1 | CN(C)CCCN(C(=O)c1ccc(S(=O)(=O)N2CCCCC2)cc1)c1nc2cc3c(cc2s1)OCO3 | 23µM* | 4% | ?
2 | COc1cccc(NC(=O)c2ncc(Cl)c(Cl)c2Cl)c1 | 7.3µM* | -17% | 5.2µM*
3 | COCCn1c(=O)c(-c2cccc(C#N)c2)nc2cnc(Nc3ccccc3)nc21 | 18% | ? | 4%
4 | COc1ccc(C)cc1NC(=O)c1ccc(=O)n(Cc2ccccc2)c1 | ? | 0% | 23µM*
5 | FC(F)(F)c1cccc(NC(=S)Nc2ccc(Cl)c(Cl)c2)c1 | ? | -10% | 13µM*
6 | CCN(CC)CCN1C(=O)C(=O)/C(=C(/O)c2c(C)[nH]c(C(=O)OC)c2C)C1c1cccnc1 (centres undefined) | -5% | -7% | -5%
7 | CCc1ccc2oc(-c3ccc(NC(=O)c4ccc(OC)c(Br)c4)cc3)nc2c1 | -15% | -6% | -25%
8 | O=C(NCc1ccccn1)c1ccc(=O)oc1 | -25% | -6% | -19%
9 | CCc1ccc(NC(=O)Cn2nnc(C(=O)NCc3ccc4c(c3)OCO4)c2N)cc1 | ? | -5% | -17%
10 | COc1ccc(Cl)cc1C(=O)Nc1ccc(NC(=O)c2ccco2)cc1 | 5% | -1% | -2%
11 | CN(C)S(=O)(=O)c1ccc(N2CCCC2)c(C(=O)NNC(=O)COc2ccccc2Cl)c1 | -13% | 3% | -11%
12 | Cc1ccc2ccc(S(=O)(=O)NCc3ccco3)cc2c1 | ? | -7% | ?
13 | COc1ccc(-c2noc(CNS(=O)(=O)c3ccccc3)n2)cc1 | ? | -1% | ?
14 | CCN(CC)C(=O)C1=C(C)N(CCCOC)C(=O)C(CC(=O)NC2CC2)C1 (centres undefined) | -4% | nt | 0%
15 | COC(=O)c1ccc(C23CC4(C2)[C@H](CN(C)[C@@H]4c2ccccc2)C3c2ccccc2)cc1 (some centres undefined) | ? | 29% | ?
16 | Cc1cc2occ(CC(=O)Nc3nccs3)c2cc1C(C)C | -30% | -3% | ?
17 | Cc1cc(Sc2nnc(/N=C/N(C)C)s2)c2ccccc2n1 | 5.8µM* | -24% | 7.3µM*
18 | O=C(c1ccccc1Cl)N(Cc1ccc(Br)cc1)N1C(=O)CCC1=O | -4% | -12% | -29%
19 | COc1ccc(C2=NN(CC(=O)NCCc3ccccc3)C(=O)CC2)cc1 | -1% | -2% | -15%
20 | Cc1[nH]nc(N=CC2=C(O)CC(c3ccco3)CC2=O)c1-c1ccccc1 (centres undefined) | ? | -8% | ?
21 | COc1ccc(OCC(=O)N/N=C2\CCCCc3ccccc32)cc1 | ? | -19% | ?
22 | COc1ccccc1CN1CCNC(=O)C1CC(=O)N(C)Cc1ccon1 (centres undefined) | 3% | 2% | -28%
23 | O=C1/C(=C\c2ccccc2)CN(C(=O)CCN2CCCCC2)C/C1=C/c1ccccc1 | 1.3µM* | nt | 1.5µM*
24 | CCc1cccc(CC)c1-n1c(SCn2nnc3ccccc3c2=O)nnc1-c1cccnc1 | ? | -8% | ?
25 | CCOc1ccccc1N1CCN(C(=O)[C@@H]2CCCN2C2=NS(=O)(=O)c3ccccc32)CC1 | -14% | 3% | -7%
26 | CCN(CC)C(=O)c1csc([C@@H]2O[C@H](CO)[C@H](O)[C@H](O)[C@H]2O)n1 | 5% | nt | 11%
27 | Cc1ccc(C)c(S(=O)(=O)N/N=C/c2ccc(F)cc2)c1 | 1% | -9% | -4%
28 | COCc1c(C(=O)N/N=C/c2c[nH]c3ccccc23)nnn1-c1nonc1N | -9% | -1% | ?
29 | C(#Cc1c(-c2ccsc2)sc2ccccc12)c1ccsc1 | ? | -2% | -9%
30 | Cc1ccc(S(=O)(=O)N2CCOCC2)cc1C(=O)N1CCC(Cc2ccccc2)CC1 | ? | -1% | 15µM*
31 | COc1ccc(C(=O)Oc2ccc(C(c3c(C)[nH][nH]c3=O)c3c(C)[nH][nH]c3=O)cc2OC)cc1 | ? | 0% | -27%
32 | COc1ccc(/C=N/NC2=NS(=O)(=O)c3ccccc32)cc1OC(C)=O | 6% | -5% | 4%
33 | Cc1ccc(C)c(N(C(=O)c2ccco2)C(C(=O)NC2CCCC2)c2ccco2)c1 (centres undefined) | 1% | -2% | -14%
34 | CC(=O)c1ccc(NC2=NS(=O)(=O)c3ccccc32)cc1 | 4% | 1% | -14%
35 | COc1ccc(N(CC(=O)N2CCCC2)S(=O)(=O)c2ccc(NC(C)=O)cc2)cc1 | -1% | -3% | -6%
36 | O=C(NC1(C(F)(F)F)NC(=O)N(Cc2cccnc2)C1=O)c1ccccc1Cl (centres undefined) | -1% | -3% | -2%
37 | CC(C)(CNC(=O)C1CCN(S(=O)(=O)c2cc([N+](=O)[O-])ccc2Cl)CC1)N1CCOCC1 | -13% | -1% | -51%
38 | Cc1ccc(S(=O)(=O)N2CCOCC2)cc1NC(=O)COC(=O)CCC(=O)c1ccc(F)cc1 | 10% | -10% | 5%
39 | CCOc1ccc(-n2c(=O)c3c4c(sc3n(Cc3cccc(Cl)c3)c2=O)CCCC4)cc1 | -17% | -2% | -6%
40 | CCCCc1c(-c2ccccc2OC)ncn1C1CCCC1 | 18µM* | nt | 10µM*
41 | Cc1ccccc1NC(=O)CSc1nc2ccccc2c(=O)n1CC1CCCO1 (centres undefined) | -29% | -6% | ?
42 | NC(=O)CC(NC(=O)Cc1cccc2ccccc12)c1ccc(NCc2ccccc2)c([N+](=O)[O-])c1 (centres undefined) | ? | 33%[activator] | ?
43 | CCCCc1c(-c2ccc(F)cc2F)ncn1CCc1ccccc1OC | 23µM* | nt | 26µM*
44 | CCN1CCN(C(=O)c2ccc3c(=O)n(C4CCCC4)c(=S)[nH]c3c2)CC1 | -29% | -4% | ?
45 | Cn1c(=O)c2c(nc(CN3CCc4ccccc4C3)n2Cc2ccc(Cl)cc2)n(C)c1=O | -18% | -4% | -4%
46 | COc1ccc(OC)c(C2C=C(c3ccc(C)c(C)c3)Nc3nnnn32)c1 (centres undefined) | 4.6µM* | -5% | 2.3µM*
47 | O=C(NCc1cccs1)C1CCN(c2ccc(S(=O)(=O)N3CCOCC3)cc2Cl)CC1 | 3.7µM* | -10% | 2.6µM*
48 | COc1ccc(-n2nc3c(N4CCC(C(=O)NCCc5ccccc5)CC4)nnc(C)c3c2C)cc1 | ? | -3% | ?
49 | CCOC(=O)C1=CCN(S(=O)(=O)c2ccccc2Cl)C1c1cccc(C)c1 (centres undefined) | ? | nt | ?
50 | CN(Cc1ccc(OC(F)F)cc1)C(=O)c1ccc2c(=O)n3c(nc2c1)CCC3 | -4% | -4% | -30%
51 | Cc1cc2c(s1)CCCCC(=O)N2 | -4% | 20% | -17%
52 | Cc1cccc(NC(=O)CN2C(=O)N/C(=C/c3cc(C)n(-c4cccnc4)c3C)C2=O)c1 | 8% | -5% | ?
53 | NC(=O)C(c1ccccc1)c1ccc(C(=O)c2ccccc2)cc1 (centres undefined) | -18% | -4% | ?
54 | Cc1ccc(NC(=O)c2cn(-c3ccccc3)nc2-c2ccccc2)cc1 | ? | -3% | ?
55 | COc1ccc(COC(=O)C2CCN(S(=O)(=O)c3ccc(F)cc3)CC2)cc1 | 3% | -6% | -11%
56 | COc1ccc(NC(=O)c2cc(-c3cc(C)c(C)cc3O)n[nH]2)c(OC)c1 | 0% | -3% | ?
57 | COc1ccc(NC(=O)c2cc(C3CCCCN3C(=O)c3cc(OC)c(C)c(OC)c3)on2)c(C)c1 (centres undefined) | ? | nt | ?
58 | COC(=O)c1c(N2C(=O)CC(Sc3ccccc3C(=O)O)C2=O)sc(C)c1C (centres undefined) | ? | -6% | ?
59 | Cn1c(NNC(=O)c2cccc3ccccc23)cc(=O)n(C)c1=O | 1% | 0% | -2%
60 | O=C(c1cccc(S(=O)(=O)N2CCc3ccccc3C2)c1)N1CCN(c2ccc(O)cc2)CC1 | 15µM* | -4% | 12µM*

Filtered by structure, those above with two or more sulfur atoms.
cpd | Compound | DT40 TDP1 CPT | KAT2A inh | DT40 TDP1 no CPT
1 | CN(C)CCCN(C(=O)c1ccc(S(=O)(=O)N2CCCCC2)cc1)c1nc2cc3c(cc2s1)OCO3 | 23µM* | 4% | ?
17 | Cc1cc(Sc2nnc(/N=C/N(C)C)s2)c2ccccc2n1 | 5.8µM* | -24% | 7.3µM*
29 | C(#Cc1c(-c2ccsc2)sc2ccccc12)c1ccsc1 | ? | -2% | -9%
47 | O=C(NCc1cccs1)C1CCN(c2ccc(S(=O)(=O)N3CCOCC3)cc2Cl)CC1 | 3.7µM* | -10% | 2.6µM*
58 | COC(=O)c1c(N2C(=O)CC(Sc3ccccc3C(=O)O)C2=O)sc(C)c1C (centres undefined) | ? | -6% | ?

Additional structures follow.
cpd | Compound | DT40 TDP1 CPT | KAT2A inh | DT40 TDP1 no CPT
61 | COc1ccc(CNC(=O)C2CCCN(S(=O)(=O)c3c(C)noc3/C=C/N(C)C)C2)cc1 (centres undefined) | 2% | -5% | 1%
62 | COCC(=O)N(Cc1cc2ccccc2[nH]c1=O)c1ccc(OC)cc1 | -2% | -8% | 5%
63 | c1ccc(COc2ncnc3c2ncn3CCCN2CCN(Cc3cccc4ccccc34)CC2)cc1 | ? | nt | 9.2µM*
64 | CCn1nc(NS(=O)(=O)c2ccccc2)c2cc3cc(C)ccc3nc21 | -10% | -2% | -21%
65 | CCCCNC(=O)C(NC(=O)c1cnc(C)cn1)C(=O)c1ccccc1 (centres undefined) | -3% | nt | 0%
66 | O=C(c1cc(-c2cccs2)nc2ccccc12)N1CCN(S(=O)(=O)c2cccc(F)c2)CC1 | -10% | -8% | ?
67 | C=CCC[C@@H](Cc1ccc(F)cc1)C(=O)OC[C@H](C)NC(=O)[C@@H](CC=C)CC(=O)N[C@@H](CO)Cc1ccccc1 | ? | -4% | ?
68 | O=C(NNCc1ccc(O)cc1)c1ccccc1Cl | -10% | -2% | -22%
69 | CCNC(=O)C1(C)CCN(C(=O)c2ccc(C)c(F)c2)C1 (centres undefined) | -1% | nt | 5%
70 | O=C(Cn1ncc2c([nH]c3ccccc32)c1=O)NCCCN1CCN(c2ccccc2)CC1 | ? | -6%&-5% | ?
71 | CNC(=O)Nc1cc(C(F)(F)F)cc(C(F)(F)F)c1 | 17% | -2% | -3%
72 | O=C(O)c1cc(O)c2c(c1)C(=O)c1cc(O)cc(O)c1C2=O | 13µM*! | -18%&-6% | 15µM*!
73 | COc1ccc(-c2ccc(C(=O)Nc3ccc(NC(C)=O)cc3)c3occc23)c(C)c1 | ? | nt | ?
74 | COc1ccc(NC(=O)CN2CCC(NC(=O)C3CCCCC3)CC2)c([N+](=O)[O-])c1 | 0% | -4% | -2%
75 | CN1/C(=C/C(=O)C2CC2)C(C)(C)c2ccccc21 | ? | -23% | 23µM*
76 | Cc1ccc(O)c(NC(=O)c2noc3c2CCCCC3)c1 | ? | -7%&-6% | ?
77 | COCCCNC(=O)c1cccc2c(-c3ccnn3C)coc12 | ? | nt | -19%
78 | COc1ccc(OC)c(C(C(=O)NC2CCCCC2)N(C(=O)c2snc(C(N)=O)c2N)c2ccccc2OC)c1 (centres undefined) | ? | -5% | ?
79 | Cn1c(N)c(C(=O)Nc2ccccc2F)sc1=S | -5% | -10% | -22%
80 | COc1ccc(S(=O)(=O)N2CCCC2C(=O)Nc2nnc(-c3cccnc3)s2)cc1 (centres undefined) | -29% | -14% | -29%
81 | C=CCn1c(SCC(=O)C23CC4CC(CC(C4)C2)C3)nc(O)cc1=O | 5% | 0% | 0%
82 | COc1ccccc1C(NC(=O)C1CCN(CCOc2ccc(Cl)cc2)CC1)c1ccccn1 (centres undefined) | ? | nt | ?
83 | C=CCN(c1cccc(C(F)(F)F)c1)S(=O)(=O)c1cccc(C(=O)OCC(=O)NCCC)c1 | 8% | -5% | -3%
84 | Cc1ccc2c(c1)C(SCC(=O)NCCc1ccccc1)CC1(CCCC1)O2 (centres undefined) | ? | -3% | ?
85 | NC(=S)NNC(=S)Nc1ccccc1 | ? | -5% | ?
86 | CCN(C(=O)CSc1nc2ccccc2n1CC(=O)NCc1ccc(OC)cc1)c1ccccc1 | ? | 27% | 23µM*
87 | CNS(=O)(=O)c1ccc(NC(=O)c2nc3nc(C)cc(C(F)F)n3n2)cc1 | -1% | -2%&0% | ?
88 | CN=C1c2ccccc2CN1c1cccc(C(=O)OC)c1 | -26% | -4% | -28%
89 | COc1ccccc1C(=O)N1CCCCC1CCN1CCOCC1 (centres undefined) | -18% | -4% | 1%

Compound activity deposited in PubChem by National Center for Advancing Translational Sciences (NCATS).
